# Screens (PubChem BioAssay)
# TRPN1 ag: zebrafish TRPN1 channel agonists, primary screen, cell-based, HEK293, calcium fluorescence. transient receptor potential cation channel N1 (TRPN1/NompC), Danio rerio. HEK293 zebrafish TRPN1-YFP, Fluo-8 calcium fluorescence; 100% = response to 87 µM carbachol. activation, % at 3 µM. 220,000 compounds, 0.18% hits. AID 1424, 2008;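 active means activation above its plate's cutoff, the mean activation of test wells on that plate plus 3 SD, cut at about 19% in these data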;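 further: 0% = DMSO alone and 100% = 87 µM carbachol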
#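 Assay system: Zebrafish TRPN1-YFP in HEK293 cells | Incubation: Dye loading 1 h at 37 °C, then 30 min room temperature | Measured by: Kinetic Fluo-8 fluorescence, ex 470-495, em 515-575 nm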
# EP2 modulator: EP2 receptor modulators, cAMP readout, primary screen, cell-based, HTRF cAMP, PGE2 stimulation | Prostaglandin E2 receptor EP2 subtype (Homo sapiens), P43116 | EP2-expressing cells, cAMP HTRF FRET, PGE2 co-stimulation | induction, % at 25 µM | 260,000 compounds, 0.83% hits | AID 940, 2007;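 active means compounds whose cAMP rise, as percent of the full-agonist control response, exceeds 60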;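 further: rat C6 glioma line stably carrying human EP2 under a CMV promoter; the protocol text gives 20 µM as final concentration; 100% = response of wells given 1 µM PGE2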
# Target sequence (P43116 whole entry, looked up): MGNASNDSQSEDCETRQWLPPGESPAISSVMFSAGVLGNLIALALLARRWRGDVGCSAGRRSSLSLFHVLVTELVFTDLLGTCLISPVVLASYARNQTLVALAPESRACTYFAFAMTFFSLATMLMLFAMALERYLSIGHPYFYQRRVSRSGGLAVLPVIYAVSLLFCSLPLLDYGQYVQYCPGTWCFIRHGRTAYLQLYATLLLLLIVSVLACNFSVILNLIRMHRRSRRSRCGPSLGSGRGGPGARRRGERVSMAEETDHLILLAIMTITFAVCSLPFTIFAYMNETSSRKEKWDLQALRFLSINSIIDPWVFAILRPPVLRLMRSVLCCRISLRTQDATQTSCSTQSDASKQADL
# PERK inh: block of dimerizer-induced PERK translation repression, primary screen, PERK inhibitor project, CHO PERK-DD cells, SEAP luminescence, HTS. Eukaryotic translation initiation factor 2-alpha kinase 3 (Homo sapiens), Q9NZJ5. CHO PERK-DD fusion, SEAP luminescence translation reporter. inhibition, % at 5.6 µM. 220,000 compounds, 0.17% hits. AID 1416, 2008;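 active means inhibition above the mean inhibition of all tested compounds plus 3 SD, set separately per screening campaign, cut at about 2.9% in these data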;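 further: PERK kinase domain activated by AP20187 dimerizer at 100 nM; 0% = DMSO with dimerizer and 100% = rapamycin at 8.4 µM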
# S1P4 antagonist: S1P4 receptor antagonists, primary screen, cell-based | S1P4-expressing cells, antagonist mode, reporter read-out | inhibition, % at 4.98 µM | 220,000 compounds, 0.26% hits; in the data active means inhibition above about 29%;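 further: 0% = wells stimulated with agonist and 100% = vehicle wells without agonist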
# Target sequence (O95977 whole entry, looked up): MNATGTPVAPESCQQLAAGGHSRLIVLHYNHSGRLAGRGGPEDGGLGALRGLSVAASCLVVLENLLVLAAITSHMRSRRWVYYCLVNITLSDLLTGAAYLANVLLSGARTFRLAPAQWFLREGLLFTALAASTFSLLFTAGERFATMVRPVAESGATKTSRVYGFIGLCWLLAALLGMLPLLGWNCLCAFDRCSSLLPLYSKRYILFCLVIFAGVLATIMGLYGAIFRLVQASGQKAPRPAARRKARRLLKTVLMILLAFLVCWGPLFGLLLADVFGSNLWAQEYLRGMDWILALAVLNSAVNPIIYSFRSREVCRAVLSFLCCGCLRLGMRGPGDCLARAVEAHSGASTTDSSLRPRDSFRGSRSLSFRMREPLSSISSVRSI
# BaF3 parental: parental Ba/F3 cell viability inhibition, counter-screen for JAK2V617F inhibitor project, murine pro-B, CellTiter-Glo luminescence | CellTiter-Glo ATP luminescence | inhibition, % at 5.6 µM | 220,000 compounds, 1.1% hits;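 active means inhibition above a per-campaign cutoff, the mean inhibition of all tested compounds plus 3 SD, cut at about 27% in these data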;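 further: 0% = DMSO wells and 100% = JAK Inhibitor I control wells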
# Ba/F3 V617F tox: reduced viability of JAK2V617F-dependent Ba/F3 cells, primary screen, JAK2V617F inhibitor project, cell-based, Ba/F3 EpoR-JAK2V617F, luminescence; ATP luminescence; inhibition, % at 5.6 µM; 220,000 compounds, 1.1% hits; AID 1446, 2008;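 active means inhibition above the campaign mean plus 3 SD over all tested compounds, cut at about 24% in these data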;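 further: cytokine-independent growth of Ba/F3 cells driven by EpoR plus mutant JAK2; 0% = DMSO-treated cells and 100% = JAK inhibitor I control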
# S1P4 agonist: S1P4 receptor agonists, primary screen, cell-based; AID 1509, 2009; 220,000 compounds, 0.35% hits; S1P4-expressing cell line, agonist reporter assay; Sphingosine 1-phosphate receptor 4 (Homo sapiens), O95977; activation, % at 4.98 µM; in the data active means activation above about 11%;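 further: 0% = DMSO vehicle and 100% = reference agonist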
# TRPML3 ag: human TRPML3 channel agonists, primary screen, cell-based, HEK293 TRPML3-YFP, Fluo-8 calcium fluorescence, 3 µM. 100% = the carbachol control signal. activation, % at 3 µM. 220,000 compounds, 0.29% hits. AID 1448, 2008;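 active means activation above its plate's cutoff, the mean activation of the plate's test wells plus 3 SD, cut at about 12% in these data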;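 further: 0% = DMSO only wells and 100% = carbachol wells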
#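 Material: HEK293 cells stably carrying human TRPML3-YFP; compound dosing: single dose, 3 µM final nominal compound, 0.3% DMSO final; incubation: 1-h 37 °C dye load, 5-s basal, 120-s post-compound reads; technique: Fluo-8 intracellular calcium fluorescence, excitation 470-495 nm, emission 515-575 nm; read-out basis: percent activation from peak-to-basal fluorescence ratio, scaled between DMSO and carbachol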
# m-calpain inh: inhibitors of pig calpain II, primary screen, biochemical, fluorogenic peptide substrate, 1536-well. purified calpain II, 30 min. AID 1236, 2008. inhibition, % at 16 µM. 220,000 compounds, 0.37% hits;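 active means inhibition above about 50%, limit read from the data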
# * marks the source's active call; other numbers are inactive results; . = not tested or not shown.
SMILES,TRPN1 ag,EP2 modulator,PERK inh,S1P4 antagonist,BaF3 parental,Ba/F3 V617F tox,S1P4 agonist,TRPML3 ag,m-calpain inh
CC1CCC/C(=N/Nc2ccc([N+](=O)[O-])cc2[N+](=O)[O-])C1 (configuration not stated),1.5,27,-0.2,7,6,0,-0.7,0.0,18
CCCOc1ccc(C(=O)Nn2c(C)nc3ccccc3c2=O)cc1,0.8,-2,-0.2,1,5,2,2.0,-0.9,-36
CC(=O)Nc1c(O)nc(SC/C=C/CSc2nc(O)c(NC(C)=O)c(=O)[nH]2)[nH]c1=O,-1.4,24,0.6,-3,3,1,0.9,1.3,-6
Cc1ccc(C)c(OCC(=O)Nc2ccc(S(=O)(=O)Nc3ccccn3)cc2)c1,-0.3,2,1.0,-10,0,-5,1.2,0.0,-22
Cc1cc([N+](=O)[O-])nn1Cc1ccccc1F,-0.6,-2,0.1,-24,2,1,0.2,0.6,22
Cc1ccc(Cn2ccc(NC(=O)c3cc(CC(C)C)on3)n2)cc1,-1.6,11,1.2,6,1,-3,0.6,0.2,3
COC1=C(Nc2ccc(OC)cc2)C(=O)c2ccccc2C1=O,0.3,-27,1.1,-9,5,-1,0.6,-0.7,8
CCN(CC)c1ccc(S(=O)(=O)N2CCOCC2)cc1NC(=O)CSc1n[nH]c(N)n1,-0.2,-24,0.4,-8,-3,-2,-1.0,0.4,-18
O=C(c1ccc2snnc2c1)N1CCCCC1,1.8,12,-0.7,-23,4,2,1.2,1.1,-14
CC(=O)CC1(O)C(=O)N(CN2CCN(c3ccccc3)CC2)c2ccccc21 (configuration not stated),0.4,2,0.9,-14,2,-1,1.8,-1.4,-52
CC1=NN(C(=O)COc2ccccc2)C(O)(c2ccccc2)C1 (configuration not stated),-0.7,20,0.1,-13,6,1,-0.1,-0.3,-3
CSc1ccc(/C=C/c2cc(=O)c3ccccc3[nH]2)cc1,3.6,-18,-0.4,-13,1,-4,3.3,1.8,-147
Cc1nc2ccc(NC(=O)Cc3ccc4c(c3)OCCO4)cc2s1,1.6,0,1.1,-5,8,-2,-1.6,0.1,-2
O=C(Nc1nnc(C2CCCC2)s1)C1CCC1,-0.5,28,-1.8,3,2,6,2.7,-0.3,-4
O=C(CSCc1ccc(Cl)cc1)Nc1ccc(S(=O)(=O)N2CCOCC2)cc1,4.2,-36,0.9,-9,5,-3,-0.3,1.0,-3
O=C(c1ccccc1Cl)N1CCC(O)(c2cccnc2)CC1,0.9,6,0.0,16,2,0,0.4,0.6,17
Cc1cccc2cc(CN(CCCN3CCOCC3)Cc3nnnn3C(C)(C)C)c(=O)[nH]c12,1.4,-1,-0.8,-20,-2,-3,2.9,0.4,6
Cc1cc(CN(C)C(=O)CC2C(=O)NCCN2Cc2c(F)cccc2Cl)on1 (configuration not stated),2.2,15,1.1,-14,-4,-1,-0.7,0.1,18
COC(=O)Cn1c(=NC(=O)c2nc3ccccc3s2)sc2cc(S(C)(=O)=O)ccc21,-0.2,-60,-0.1,-21,2,-5,0.1,0.2,-99
CC(=O)Nc1ccc(C(=O)Nc2cc(C(F)(F)F)ccc2-n2cnc3ccccc32)cc1,2.2,-10,-0.2,-12,-3,2,0.5,0.8,6
CN(Cc1ccccc1)Cc1nc2c(c(=O)n(C)c(=O)n2C)n1Cc1ccc(Cl)cc1,-0.6,18,-0.5,4,0,-2,-1.8,0.7,-18
COc1ccc(OCC(O)CNC(=O)c2sccc2Cl)cc1 (configuration not stated),2.4,-25,-0.4,0,-3,0,1.2,-0.1,-6
COc1cc2nc(CN(CCC(C)C)Cc3nc4cc(OC)c(OC)cc4c(=O)[nH]3)[nH]c(=O)c2cc1OC,0.9,-8,-0.4,-20,8,3,1.4,0.2,-41
CC(C)CC(=O)NC(=S)Nc1ccc(S(=O)(=O)N2CCN(C)CC2)cc1,0.4,8,0.4,-14,4,-2,0.4,1.4,10
NNC(=S)NCc1ccc2c(c1)OCO2,0.4,-3,1.2,-4,7,1,1.3,0.7,-17
CCOc1ncccc1C(=O)Nc1cccc(C(=O)Nc2cccc(S(=O)(=O)CCO)c2)c1,2.0,11,-0.9,-1,2,-2,-0.1,0.1,-14
O=C(NC12CC3CC(CC(C3)C1)C2)c1cnccn1,1.9,-4,-0.2,-22,1,2,3.1,1.3,38
O=c1c2cc(-c3ccccc3)sc2nc2n1N=C(c1cccs1)CS2,0.3,-13,1.0,-3,-2,4,2.3,-0.4,11
C=CCN(C(=O)CNC(=O)c1ccco1)C(C(=O)NC1CCCCC1)c1ccc(OC)cc1OC (configuration not stated),0.0,18,-1.1,-7,8,-4,1.4,0.5,12
C/C(N)=C(/C#N)C(=O)COC(=O)CNS(=O)(=O)c1c(F)cccc1F,-0.1,2,1.5,4,-3,-3,-0.6,0.9,-19
CCOC(=O)c1ccc(-n2c(C)nc3c(cnn3-c3ccccc3Cl)c2=O)cc1,-0.9,10,-0.9,-4,4,-1,-0.3,1.1,23
COc1ccc(S(=O)(=O)N2CCC(C(=O)NCC3CCCO3)CC2)cc1OC (configuration not stated),0.3,0,0.0,3,0,-2,-0.4,3.5,5
CCOC(=O)c1c(C)[nH]c(C(=O)Cn2c(=O)c3c(ncn3CC)n(Cc3ccccc3)c2=O)c1C,-0.3,32,-0.3,-11,1,-5,-1.6,0.4,-147
COC(=O)n1ccc(C(=O)Nc2ccccc2F)n1,0.2,-14,-0.4,8,3,3,0.8,0.2,-12
O=C(c1c[nH]c2ccccc12)C(F)(F)F,-1.8,-49,0.8,3,3,2,2.0,-0.3,13
COc1ccc(-c2[nH]ncc2CN(C)Cc2cccnc2)c(OC)c1,0.8,-4,0.3,-14,2,0,1.3,0.6,-30
COc1ccc(C(=O)Nn2c(SCC(=O)NCc3ccccc3)nc3ccccc3c2=O)cc1,0.0,-1,-0.3,-10,9,6,2.6,-0.3,-11
C#CCN1C(=O)S/C(=C/C=C/c2ccc(N(C)C)cc2)C1=O,10,-4,0.6,-31,3,-4,0.6,4.1,18
CCC1Oc2ccccc2N(CC(=O)NCCC2=CCCCC2)C1=O (configuration not stated),-2.0,34,-0.2,-15,1,-5,-1.5,0.1,4
Cc1ccc(N=Nc2c(N)[nH]n3c(=O)cc(-c4ccccc4)nc23)cc1,0.9,1,0.3,6,7,2,-3.0,0.2,-121
COc1ccc(/C=N/NC(=O)c2cccnc2)cc1Cn1nc([N+](=O)[O-])c(Br)c1C,0.9,-55,-0.6,-20,6,3,0.3,0.2,-80
CC(/C=C/c1ccco1)=N\NC(=O)c1cccc(Cl)c1,0.4,0,0.4,-22,3,-1,0.1,0.6,-20
Cc1ccc(C(CC(=O)N2CCCC2)c2ccccc2)c(O)c1C (configuration not stated),-3.1,15,-1.2,2,0,-3,-0.7,-1.7,12
Cc1ccnc(SCc2cn3c(C)cccc3n2)n1,1.2,-19,0.2,7,3,-3,0.6,0.9,-25
O=C(CN1CCCCC1)NN(Cc1ccccc1)c1ccccc1,0.2,7,1.0,1,6,2,-0.8,1.0,-2
O=C(COC(=O)c1cc(=O)[nH]c2ccccc12)NC1CCCCCCC1,-0.6,-61,-0.8,-4,0,-2,-1.1,0.2,-58
CC12CCC(C(=O)NCc3ccccc3)(OC1=O)C2(C)C (configuration not stated),-1.0,16,0.8,-13,-1,-3,0.8,0.5,-5
COc1ccc(S(=O)(=O)N2CCN(C(=O)c3c(C)nn(-c4ccccc4)c3Cl)CC2)cc1,-0.5,-31,-1.9,-10,5,1,-0.1,-0.5,14
CCCSC1=C(C#N)C(c2ccccc2C)C(C(=O)OC)C(=O)N1 (configuration not stated),-2.1,24,0.4,0,9,-1,1.8,-1.1,-6
O=C(O)c1ccc(N/N=C/c2cn(Cc3ccc(F)cc3)c3ccccc23)cc1,1.5,43,1.0,18,-1,-1,-0.8,-0.8,6
CCCCn1c(NS(=O)(=O)c2ccc(C)cc2)c(S(=O)(=O)c2ccccc2)c2nc3ccccc3nc21,1.3,58,1.2,-3,5,-1,0.1,1.3,-457
CN(C)S(=O)(=O)c1ccc2oc(SCC(=O)NCC(F)(F)F)nc2c1,1.5,-3,0.4,-2,5,1,0.3,0.8,1
Cc1cccn2cc(COc3cccc([N+](=O)[O-])c3)nc12,-1.5,-38,0.1,-13,10,6,-0.5,-1.0,5
COc1cc2c(cc1NC(=O)C(C)N1CCN(S(=O)(=O)c3ccccc3[N+](=O)[O-])CC1)oc1ccccc12 (configuration not stated),-0.6,4,-1.0,-21,5,-3,1.4,0.9,-79
C=CCn1c(SCC(=O)Nc2nc(C)cs2)nnc1C(C)NC(=O)c1ccccc1Cl (configuration not stated),1.4,9,0.3,2,4,-5,0.9,0.0,-15
CC1(C)Cc2cccc(OCC(O)CNCc3ccccn3)c2O1 (configuration not stated),1.4,5,-0.5,-11,2,-2,0.8,0.5,9
Cc1ccnc(SCCn2c(N3CCOCC3)nc3c2c(=O)[nH]c(=O)n3C)n1,-0.8,.,0.8,-28,4,-3,-1.8,1.2,.
CN=C(Nc1cc(C)nn1CCC#N)c1ccccc1,1.1,0,2.5,4,-1,-3,0.4,0.1,-3
Cc1cc(C)cc(NC(=O)C2(c3cccs3)CCOCC2)c1,-1.3,-2,-0.1,-4,0,-5,0.7,0.0,-2
Cc1ccnc(NC(=O)COc2c(C)cc(C)cc2[N+](=O)[O-])c1,1.0,21,-0.8,-4,6,-2,1.3,-0.1,-3

# More structures.
SMILES,TRPN1 ag,EP2 modulator,PERK inh,S1P4 antagonist,BaF3 parental,Ba/F3 V617F tox,S1P4 agonist,TRPML3 ag,m-calpain inh
Cc1ccc2c(Cl)c(C(=O)Nc3nn[nH]n3)sc2c1,-0.8,18,1.6,-12,0,0,-0.6,-1.1,-33
C[C@H](NC(=O)OC(C)(C)C)C(=O)N/N=C/C1=Cc2ccccc2OC1,-0.8,-28,-0.2,-18,-1,-6,-1.8,-1.0,-160
CN(C)S(=O)(=O)c1cccc(-c2nn(-c3ccccc3)cc2/C=C(/C#N)C(=O)NCc2ccco2)c1,-0.1,-7,0.1,-10,2,-1,0.7,0.8,-60
O=C(CSc1ncn[nH]1)NCCOc1ccccc1,0.6,21,1.2,4,2,0,0.3,1.1,-6
COc1cc(C2SCC(=O)N2c2c(C)n(C)n(-c3ccccc3)c2=O)ccc1O (configuration not stated),-0.6,-5,-1.5,7,2,4,1.0,0.3,4
C=C(c1ccc(OC)cc1)c1ccc(OC)cc1,-0.3,3,0.4,6,2,-4,-1.2,1.0,-26
